mcGAS lum: blocks mouse cGAS activity. 0.15% of 160,000 active. recombinant cGAS, Kinase-Glo ATP depletion luminescence. Q8C6L5. inhibition, % at 12.5 µM;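 note: 0% = negative control wells and 100% = reference inhibitor with no enzyme activity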
NPYLR7 agonist: activates Aedes aegypti NPYLR7 receptor; HEK293T NPYLR7/Galpha15, GCaMP6s calcium fluorescence; AID 1259423; activation, % at 10 µM; 0.15% of 270,000 active; in the data active = activation above about 40%;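 note: 0% = vehicle and 100% = reference agonist at the receptor; some compounds past the cut are filed as inactive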
hcGAS lum: inhibitors of human cGAS | 0.081% of 290,000 active | inhibition, % at 12.5 µM | recombinant h-cGAS, ATP depletion, Kinase-Glo luminescence | AID 1259398 | Q8N884;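 note: 0% = vehicle reaction and 100% = reaction without DNA for no activity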
Target sequence (Q8N884 whole entry, looked up): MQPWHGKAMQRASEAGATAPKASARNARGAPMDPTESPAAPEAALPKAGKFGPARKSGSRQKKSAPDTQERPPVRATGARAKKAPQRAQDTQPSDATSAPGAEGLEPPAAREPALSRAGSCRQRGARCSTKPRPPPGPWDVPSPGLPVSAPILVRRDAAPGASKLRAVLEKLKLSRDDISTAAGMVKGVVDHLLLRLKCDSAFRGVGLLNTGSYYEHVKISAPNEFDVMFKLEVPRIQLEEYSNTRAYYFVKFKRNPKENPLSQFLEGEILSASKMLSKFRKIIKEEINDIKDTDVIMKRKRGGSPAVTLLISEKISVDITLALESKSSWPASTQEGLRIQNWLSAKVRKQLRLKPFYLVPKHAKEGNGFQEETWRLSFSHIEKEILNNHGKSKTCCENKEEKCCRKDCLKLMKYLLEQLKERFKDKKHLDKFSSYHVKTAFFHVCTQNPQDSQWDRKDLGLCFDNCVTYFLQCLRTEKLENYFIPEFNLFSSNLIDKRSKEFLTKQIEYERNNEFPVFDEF
Numbers without * were called inactive; . = no result given; & = joins results of further samples. Cut-off read from the data, not from the text of the source, unless noted: active = inhibition above about 40%; inactive = the rest.

SMILES | mcGAS lum | NPYLR7 agonist | hcGAS lum
CC1CCN(C(=O)CSc2ccc(NC(=O)c3ccco3)nn2)CC1 | . | 7 | -7
CCC(NC)c1ccc(-c2ccc(C(N)=O)cc2)cc1 (centres undefined) | . | 18 | -5
CC(=O)Nc1nnc(S(N)(=O)=O)s1 | -5&-1 | -1&-5&7&-2 | -8&3&-1&1
CCCCCn1c2ccccc2c2nc3ccccc3nc21 | . | 2 | -3
CN(Cc1ccccc1F)c1cccc(C#N)c1 | . | -3 | -10
Cc1ccc2oc(-c3cc(NC(=O)c4cc([N+](=O)[O-])ccc4Cl)ccc3O)nc2c1 | -8 | 12 | -6
CC(=O)Nc1ccc(-c2ccc3nnc(-c4ccc(OCCCN(C)C)cc4)n3c2)cc1 | 0 | -17 | 0
COCc1cc(C)nc(N/N=C\c2ccc(-c3cc([N+](=O)[O-])ccc3C)o2)c1C#N | -7 | -1 | -4
CCOC(=O)c1cc(-c2cccc(NC(=O)Cc3ccccc3)c2)n(-c2ccccc2F)n1 | -2 | 17 | 0
C=CCN(CC=C)C(=O)CSc1nnc(-c2ccc(F)cc2)n1-c1ccc(C)cc1 | -7 | 4 | -3
CCCc1cc(=O)[nH]c(=S)[nH]1 | -5 | -6&-8&-1&3 | -2&-6&-5&-1
Cc1nc(SC(C)C(=O)NC(N)=O)c2c3c(sc2n1)CCCC3 (centres undefined) | . | -8 | -1

The list goes on, overlapping the part above by five compounds.
SMILES | mcGAS lum | NPYLR7 agonist | hcGAS lum
COCc1cc(C)nc(N/N=C\c2ccc(-c3cc([N+](=O)[O-])ccc3C)o2)c1C#N | -7 | -1 | -4
CCOC(=O)c1cc(-c2cccc(NC(=O)Cc3ccccc3)c2)n(-c2ccccc2F)n1 | -2 | 17 | 0
C=CCN(CC=C)C(=O)CSc1nnc(-c2ccc(F)cc2)n1-c1ccc(C)cc1 | -7 | 4 | -3
CCCc1cc(=O)[nH]c(=S)[nH]1 | -5 | -6&-8&-1&3 | -2&-6&-5&-1
Cc1nc(SC(C)C(=O)NC(N)=O)c2c3c(sc2n1)CCCC3 (centres undefined) | . | -8 | -1
CN1C(=O)NC(c2ccc(O)cc2)C2=C1CNC2=O (centres undefined) | . | 10 | 8
CCOC(=O)C1=C(COC(=O)CCNS(=O)(=O)c2cccs2)NC(=O)NC1C (centres undefined) | . | 4 | -5
CC(=O)Nc1ccc(C(=O)N2c3ccccc3CC2C)s1 (centres undefined) | 2 | -5 | 4
COCCCNC(=O)Cc1csc(NC(=O)CN(CCOC)C(=O)c2ccc(Cl)cc2Cl)n1 | -4 | 19 | 3
CC(C)(C)c1oc(C(N)=O)cc1CN1CCC(N2CCCC2=O)CC1 | . | -3 | -3
C#CCN(Cc1ccc(C)cc1)C(=O)C1CC1C1CC1 (centres undefined) | . | 3 | -6
Cc1ccc(-n2nc(-c3ccc(C)o3)cc2C(=O)N2CCC(Cc3ccccc3)CC2)c(C)c1 | -6 | 15 | -7
CCCNC(=O)c1cc(NC(=O)Nc2cc(OC)cc(OC)c2)ccc1N1CCCCC1 | -5 | 38 | -5
O=C(N=Nc1c(O)n(CO)c2ccccc12)c1cc(Br)ccc1O | -3 | 4 | 3
CC(=O)Oc1c(-c2ccc(NC(=O)c3ccc(F)cc3)cc2)c(-c2ccco2)nn1-c1cccc(F)c1 | 1 | -1 | 2
COc1cccc(C(=O)N2CCN(Cc3cc(C(C)(C)C)n[nH]3)CC2)c1 | . | 6 | -5
COc1ccc(C)c2sc(NC(=O)c3cc(C)no3)nc12 | -7 | 5 | -4
COc1ccc(-n2cc(CN[C@H]3CCCCNC3=O)c(-c3ccccc3Cl)n2)cc1 | -3 | -2 | 1
O=C(c1cccc(Br)c1)N1CCCN(c2nc(Cc3ccccc3)nc3onc(-c4ccccc4)c23)CC1 | 1 | 0 | 10
Cc1ccoc1C(=O)N(C)CCn1ccc2ccccc21 | 3 | 3 | 2
C#CCOCC(O)CN(Cc1c(C)nn(-c2ccccc2)c1Oc1ccc(C)cc1)CC1CCCO1 (centres undefined) | -3 | 11 | -5
CC(C)(C)c1[nH]nc2c1C(c1ccc(Br)s1)C(C#N)C(=N)O2 (centres undefined) | -2 | 9 | -3
O=C(c1cccc(F)c1)N1CCCN(c2nc(Cc3ccccc3)nc3onc(-c4ccccc4)c23)CC1 | -6 | 9 | -7
CN(Cc1cccc2ncccc12)C(=O)CCC1(Cc2cccc3ccccc23)CCC(=O)N1 (centres undefined) | -25 | 6 | -5
CCOC(=O)CNC(=O)Cn1cnc2c(nnn2Cc2ccc(C)cc2)c1=O | . | -4 | 7
CCCn1c(O)c(C=NC(Cc2ccccc2)C(=O)OC)c(=O)[nH]c1=S (centres undefined) | -2 | -5 | -7
O=C(Nc1ccccc1F)N1CCc2ccccc2C1c1ccc(Cl)cc1 (centres undefined) | -5 | 22 | -3
CN(CCCc1nccn1C)C(=O)C1CCN(C(=O)C2CC2)CC1 | -7 | . | -16
CC1ON=C(c2ccccn2)N(Cc2cccc(F)c2)C1=O (centres undefined) | . | -4 | -3
CC(C)(C)OC(=O)N1CCCC1c1n[nH]c(=S)o1 (centres undefined) | -8 | -9 | -5
COc1cccc(N2CCC(NCc3noc(-c4ccco4)n3)CC2)c1 | . | 1 | -9
CCCc1ccc(C(=O)N2CCC(n3c(Cc4ccccc4)nc4ccccc43)CC2)cc1 | -3 | 5 | -1
S=c1sc2ccccc2n1CN1CCOCC1 | . | 4 | -5
CC1Nc2ccc(Cl)cc2S(=O)(=O)N1 (centres undefined) | . | -15 | -2
Cc1nc(-c2ccccc2)sc1C(=O)NC1(C)CCS(=O)(=O)C1 (centres undefined) | -10 | 3 | -15
Cc1ccc(CN2CCN(Cc3cn[nH]c3-c3ccccc3)CC2CCO)o1 (centres undefined) | . | 5 | 0
COCCn1c(N2CCC(C(N)=O)CC2)nc2c1c(=O)n(C)c(=O)n2C | -8 | . | -4
CSc1ccc(C(=O)CCC(=O)N2CCC(n3c(=O)[nH]c4ccccc43)CC2)cc1 | -4 | -9 | -3
Cc1ccc(-c2ccnc(NCC3(Cn4ccnc4C)CC3)n2)c(C)n1 | . | -6 | -6
CC1Oc2ccc(-c3ccccc3)cc2N(c2ccccc2)C1=O (centres undefined) | . | 4 | 3
COc1cccc(COc2cccn3c(N(C)C(=O)CCC4CCCC4)c(C)nc23)c1 | 1 | -10 | 0
O=C(C1CCCCC1C(=O)N1CCc2c([nH]c3ccccc23)C1)N1CCc2ccccc2C1 (centres undefined) | -3 | 0 | -5
COC(=O)c1ccc(S(=O)(=O)Nc2cccc(SC)c2)cc1 | . | -3 | 2
NC1=NC(=O)/C(=C/c2ccc(C=O)cc2)S1 | 0 | -3 | 1
CN(C)C(=O)CSc1nnc(-c2ccco2)o1 | -4 | 6 | -4
Clc1ccc(CN2CCN(N=Cc3cccc4ccccc34)CC2)cc1 | -5 | -1 | -4
Cn1ccnc1CN(C(=O)Nc1cccc(F)c1)C1CC1 | . | 1 | -9
Cc1c(C)n2c3c(=O)n(C)c(=O)n(C)c3nc2n1Cc1ccc(Cl)cc1 | . | 7 | -13
CCCCn1nc(CC2CCN(C)CC2)nc1C1NCCc2[nH]cnc21 (centres undefined) | 2 | . | 5
CCCCc1ccc(C(=O)Oc2ccc(-c3nc4cc(C)ccn4c3NC(C)(C)CC(C)(C)C)cc2)cc1 | -9 | 13 | -9
O=C(NC1CCCC1)N1C[C@H](Oc2ccccn2)[C@H]2C[C@@H]1CC[C@H]2O | -10 | 27 | -3
CSCCCNC(=O)c1ccc(-c2cc(-c3cccc4c3OCCO4)[nH]n2)cc1 | 3 | 6 | 4
CCOC(=O)c1nc2ccccc2nc1N1CCN(S(=O)(=O)c2ccc(F)cc2F)CC1 | -3 | 14 | -9
CN(CC1CCN(CCc2ccc(Cl)cc2)CC1)C1CCSCC1 | . | 6 | 5
COCCN(Cc1c(-c2ccccc2)noc1N1CCN(C)CC1)C(=O)c1cccc(OC)c1 | -7 | . | -3
Cc1ccc(C(=O)N2C(C(=O)NCc3ccccn3)COC23CCN(C(=O)c2cccs2)CC3)cc1 (centres undefined) | -2 | -2 | 0
CCOc1ncccc1C(=O)N1CCn2cncc2C1 | -9 | 2 | -1
Cn1ccc(NC(=O)C2=NN(c3ccccc3)C(c3ccccc3)C2)n1 (centres undefined) | -16 | 16 | -6
O=C(Cn1cnc2ccc(Br)cc2c1=O)NC1CCCOc2ccc(F)cc21 (centres undefined) | -17 | 4 | -8
CC1(C(=O)NS(=O)(=O)c2ccccc2)CCN1C(=O)Cc1ccc(Cl)cc1Cl (centres undefined) | . | 6 | -3
C=CCNC(=S)NN=Cc1ccc(C)s1 | . | 2 | -5
CCSc1nnc(NC(=O)C2C3CCC(C3)C2C(=O)O)s1 (centres undefined) | -7 | 0 | -5
CN1CCC2(CC1)CN(C(=O)CCC1=NNC(=O)CC1)CCN2C | -4 | -5 | -2
O=C1CC(c2ccccc2)CC2=Nc3ccccc3NC(c3ccc(F)cc3)C12 (centres undefined) | -6 | 0 | -4
CCn1c(C2CCN(C(=O)c3ccc(-c4ccccc4)[nH]3)CC2)n[nH]c1=O | . | 3 | 1
(cont.)
SMILES | mcGAS lum | NPYLR7 agonist | hcGAS lum
O=c1[nH]c(=S)[nH]c2c1cnn2-c1ccccn1 | . | -3&4 | -5&2
COC(=O)CC1Cn2nc(C)nc2NC1=O (centres undefined) | . | 3 | -6
Cc1c(C2NCCc3[nH]cnc32)c(=O)n(-c2ccccc2)n1C (centres undefined) | . | 1 | 4
Cn1cc(CN2CCCC(Cc3ccc(F)cc3)(C(=O)O)C2)cn1 (centres undefined) | -16 | 5 | -7
Cc1cc(C)c(S(=O)(=O)Nc2cccc(-c3nnnn3C3CC3)c2)c(C)c1 | . | -3 | 11
CN(CC1(N2CCCCC2)CCCCC1)C(=O)c1nc[nH]c1C(=O)O | -6 | . | -11
CC(C)Cn1nc(C(=O)N2CCCC2)c2c1CCC(NCCc1cccs1)C2 (centres undefined) | -7 | 20 | -25
CCCCCc1ccc(C(=O)CSc2nnc(NC(=O)c3ccc(C(C)(C)C)cc3)s2)cc1 | 1 | 3 | -1
Cn1nc(Sc2nnc(Nc3ccc(OC(F)(F)F)cc3)s2)c(=O)n(C)c1=O | . | 2 | -5
Oc1oc(-c2ccccc2)nc1C=Nc1cccc(Cl)c1 | -4 | -5 | -4
Cc1nnc(-c2cccc(NS(=O)(=O)NCc3ccccc3)c2)s1 | . | -2 | -2
O=C1C2C(C(=O)N1/N=C/c1ccc([N+](=O)[O-])o1)C1C=CC2C12CC2 (centres undefined) | 2 | 2 | 0

2 records picked at random from those above, as already listed:
SMILES | mcGAS lum | NPYLR7 agonist | hcGAS lum
COCc1cc(C)nc(N/N=C\c2ccc(-c3cc([N+](=O)[O-])ccc3C)o2)c1C#N | -7 | -1 | -4
O=C1C2C(C(=O)N1/N=C/c1ccc([N+](=O)[O-])o1)C1C=CC2C12CC2 (centres undefined) | 2 | 2 | 0

New compounds follow.
SMILES | mcGAS lum | NPYLR7 agonist | hcGAS lum
CCOC(=O)c1nc2cc(Cl)c(Cl)cc2nc1N1CCN(C(=O)c2cc3ccccc3s2)CC1 | 1 | 7 | 4
COc1ccccc1-c1cc(C(=O)NC(C)(C)C)n2nc(-c3ccc(Cl)cc3)cc2n1 | -9 | 8 | -5
CC1CC1NC(=O)c1cnc2sc(Cc3ccccc3)cn2c1=O (centres undefined) | . | 1 | -7
CC(c1nnc(SCc2ccn(C)c(=O)c2)n1-c1ccc(F)cc1)N(C)C (centres undefined) | -9 | 3 | -5
COCc1nc(NCC2(c3ccccc3)CCOCC2)c2cnn(C)c2n1 | . | 18 | -5
Cc1ccc2nc(N=C(N)N)[nH]c2c1 | . | 19 | 2
CC(C)c1nc(C(C)c2n[nH]c(=O)c3ccccc23)n(-c2ccccn2)n1 (centres undefined) | . | 4 | 0
CCN(C(=O)NCCS(=O)(=O)C(C)(C)C)C1CC1 | . | 1 | -6
Fc1ccccc1-c1nnc(SCc2nnc(-c3ccccc3)o2)n1C1CC1 | . | 8 | -12
COc1ccc(C(=O)N2CCC3(CC2)OCc2cc(-c4cc(OC)c(OC)c(OC)c4)ccc2O3)cc1 | -1 | -12 | 1
CCOC(=O)C(CC)Sc1nnc(NC(=O)CCc2ccccc2)s1 (centres undefined) | -5 | -3 | -5
COc1ccc(OC)c(S(=O)(=O)NC(=O)C2(C)CCN2C(=O)CC2CC2)c1 (centres undefined) | . | 1 | -2

Record cards, as listed above:
`Cc1ccc2nc(N=C(N)N)[nH]c2c1` as listed: mcGAS lum: .; NPYLR7 agonist: 19; hcGAS lum: 2
`COc1ccccc1-c1cc(C(=O)NC(C)(C)C)n2nc(-c3ccc(Cl)cc3)cc2n1` as listed: mcGAS lum: -9; NPYLR7 agonist: 8; hcGAS lum: -5

Following part
SMILES | mcGAS lum | NPYLR7 agonist | hcGAS lum
COc1ccc(N2C(=O)C3N=NN(Cc4cccc(C)c4)C3C2=O)cc1Cl (centres undefined) | 9 | -1 | 0
Nc1cc(-c2ccc(Cl)cc2)nn1-c1ccc(C(=O)NCC(c2ccccc2)c2ccccc2)cc1 | -2 | -5 | -6
CC(C)(NC(=O)c1cccs1)C(=O)NCCC(=O)Nc1ccc(F)cc1 | 5 | 9 | 2
CC1(C(=O)Nc2ccc3c(c2)OCO3)CCN1CCCc1ccccc1 (centres undefined) | . | 5 | -4
CCOC(=O)C1(Cc2ccccc2F)CCCN(Cc2cn(CC)nc2C)C1 (centres undefined) | . | 6 | -6
COc1ccc(CN(CCc2c[nH]c3ccccc23)Cc2nc(C(=O)NCC3CCCO3)co2)c(OC)c1 (centres undefined) | 2 | . | 2
CCCc1nnc2sc(Cc3ccc(OC)cc3)nn12 | -8 | 1 | -9

Bioassay records: PubChem, Fisher Drug Discovery Resource Center
